High-throughput results from PubChem BioAssay.
Mcl1 Noxa PPI – disrupts binding of human Mcl-1 to Noxa peptide. Q07820. TR-FRET Mcl-1/Noxa peptide binding, 2 h. inhibition, % at 21.7 µM. actives 1.5% (n = 220,000);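 active means compounds that cut the protein-peptide binding signal by more than 50% relative to plate controls in a single-dose test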;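 further: His-tagged Mcl-1 with rhodamine Noxa BH3 peptide and terbium anti-His antibody; 0% = Mcl-1 plus Noxa peptide wells and 100% = peptide-only wells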
Rab7 wt GTP bind – dog Rab7 wildtype GTP binding, inhibitors and activators; GST-Rab7 beads, fluorescent GTP binding, flow cytometry; actives lie on both sides; untreated = 100%, excess cold GTP = 0%; GTP binding activity (percent of control), % at 10 µM; actives 0.055% (n = 190,000);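 active means fluorescent GTP binding to Rab7 beads changed by at least 20 points from the 100% baseline, either direction, mostly lower; inconclusive means compound itself probably fluorescent, or too few beads counted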;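 further: median green fluorescence of bound Bodipy-FL-GTP per Rab7 bead population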
Cdc42 wt GTP – modulators (inhibitors or activators) of GTP binding to human Cdc42 wildtype | actives 0.2% (n = 190,000) | AID 761 | GST-Cdc42 beads, Bodipy-GTP binding, flow cytometry; actives lie on both sides | percent activity (GTP binding), % at 10 µM;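 active means percent activity GTP binding at least 20 points away from the 100% baseline, either down as inhibitor or up as activator; inconclusive means compound flagged as likely green fluorescent from well-wide comparison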;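 further: median bead fluorescence of bound Bodipy-FL-GTP at 100 nM; 0% = excess unlabeled GTP control and 100% = no compound control; below 100% means less GTP binding so inhibitor and above means activator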
Target sequence (P60953 whole entry, looked up): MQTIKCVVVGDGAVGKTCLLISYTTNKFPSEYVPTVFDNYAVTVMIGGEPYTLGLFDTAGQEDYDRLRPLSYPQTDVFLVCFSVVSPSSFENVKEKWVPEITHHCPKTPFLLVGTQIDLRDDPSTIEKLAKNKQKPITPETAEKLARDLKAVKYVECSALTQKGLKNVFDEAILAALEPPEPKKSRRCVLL
HRas wt GTP – changes GTP binding to wildtype human HRas; P01112; GST-Ras wt beads, Bodipy-FL-GTP binding, flow cytometry; actives lie on both sides; GTP binding activity, % at 10 µM; actives 0.14% (n = 190,000); AID 759;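 active means GTP binding activity at least 20% away from the 100% baseline, either lowered as inhibitor or raised as activator; inconclusive means flagged as likely green fluorescent, judged across all proteins in the well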;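 further: 0% = unlabeled GTP competition control and 100% = no-compound control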
Target sequence (P01112 whole entry, looked up): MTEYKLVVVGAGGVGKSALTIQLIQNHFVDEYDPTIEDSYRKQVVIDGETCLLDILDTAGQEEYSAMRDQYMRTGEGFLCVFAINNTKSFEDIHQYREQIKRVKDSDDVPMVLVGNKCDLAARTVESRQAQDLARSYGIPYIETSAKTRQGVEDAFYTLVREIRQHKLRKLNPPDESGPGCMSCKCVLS
Pf gametocyte – inhibitors of late stage P. falciparum gametocyte viability | actives 0.065% (n = 150,000) | P. falciparum stage V gametocytes, ATP luminescence, 24 h | inhibition, % at 10.9 µM | AID 743093;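 active means inhibition above the mean plus 3 SD of compounds within the control limits, set per campaign, cut at about 38% in these data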;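 further: 0% = DMSO wells and 100% = medium only without gametocytes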
ABCG2 block – blocks JC-1 efflux by human ABCG2 transporter; Q9UNQ0; IgMXP3 cells, flow cytometry; inhibition, % at 6.6 µM; actives 0.1% (n = 190,000);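 active means inhibition above 80%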;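 further: 0% = DMSO and 100% = nicardipine control wells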
Target sequence (Q9UNQ0 whole entry, looked up): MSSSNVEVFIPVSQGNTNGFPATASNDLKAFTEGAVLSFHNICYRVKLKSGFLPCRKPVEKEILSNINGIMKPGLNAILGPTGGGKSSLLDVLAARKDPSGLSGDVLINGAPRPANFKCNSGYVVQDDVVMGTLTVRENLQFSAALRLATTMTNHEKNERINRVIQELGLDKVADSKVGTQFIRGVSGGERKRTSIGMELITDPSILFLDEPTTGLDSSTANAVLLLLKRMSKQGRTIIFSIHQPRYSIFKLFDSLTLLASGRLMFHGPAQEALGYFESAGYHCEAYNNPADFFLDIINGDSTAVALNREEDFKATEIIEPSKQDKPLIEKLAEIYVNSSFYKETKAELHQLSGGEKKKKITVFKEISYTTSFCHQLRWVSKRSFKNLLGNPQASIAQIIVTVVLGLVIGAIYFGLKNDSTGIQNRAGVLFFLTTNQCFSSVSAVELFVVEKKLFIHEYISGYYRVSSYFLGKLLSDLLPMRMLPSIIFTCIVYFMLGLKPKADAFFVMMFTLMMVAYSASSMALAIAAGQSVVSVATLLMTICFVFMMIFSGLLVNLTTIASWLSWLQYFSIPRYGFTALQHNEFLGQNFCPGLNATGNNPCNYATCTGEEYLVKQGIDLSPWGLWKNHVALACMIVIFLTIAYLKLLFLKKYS
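Test system: IgMXP3 (ABCG2) plus far-red-tagged CCRF-Adr (ABCB1) cells. Reagent: JC-1 dye as substrate. Timing: 10 min exposure at 25 °C with rotation, no wash. Measured by: flow cytometric JC-1 green MFI at 530 nm. Read-out: percent efflux inhibition, scaled nicardipine 100% to DMSO 0%. Control set: nicardipine and DMSO wells.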
Rab2A wt mod – changes GTP binding to wildtype dog Rab2A, up or down; actives 0.19% (n = 190,000); P61105; GTP binding activity, % at 10 µM; GST-Rab2 wt beads, Bodipy-GTP binding, flow cytometry;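 active means GTP binding activity at least 20 points away from 100%, either lowered or raised; inconclusive means signal likely due to the compound's own green fluorescence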;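 further: 0% = beads with excess unlabeled GTP and 100% = no-compound control corrected for plate trend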
Rac1 wt GTP bind – modulators of human Rac1 wildtype GTP binding | P63000 | GST-Rac1 beads, fluorescent GTP binding, flow cytometry; actives lie on both sides; 0 = cold GTP competed, 100 = untreated | GTP binding activity (% of control), % at 10 µM | actives 0.27% (n = 190,000) | AID 757;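 active means GTP binding activity at least 20 points away from the 100% control level, either lower or higher; inconclusive means compound flagged as likely green fluorescent, judged across all proteins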
Rac1 act GTP bind – human Rac1 activated mutant GTP binding change; P63000; GST-Rac1 activated beads, fluorescent GTP binding, flow cytometry; actives lie on both sides; 100% means binding = to untreated wells; percent activity (GTP binding), % at 10 µM; actives 0.11% (n = 190,000);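 active means GTP binding at least 20 percentage points away from the 100% baseline, in either direction, so actives lie on both sides; inconclusive means Compound likely fluorescent itself, or too few beads counted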
Avidin bead fluor – avidin bead compound fluorescence profile; AID 1775; actives 0.38% (n = 220,000); fluorescence (KMESF) at 10 µM; Avidin beads, compound fluorescence 488/530 nm, flow cytometry; stronger effect = higher value; in the data active means fluorescence above about 47; further: inactives centre near 10
ABCB1 inh – human ABCB1 inhibition, ABCG2 as counter-screen | P08183 | actives 0.067% (n = 190,000) | inhibition, % at 6.6 µM | CCRF-Adr cells, JC-1 efflux, flow cytometry; in the data active means inhibition above about 40%;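 further: 0% = vehicle and 100% = reference inhibitor; higher value means more JC-1 retained so stronger ABCB1 efflux block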
Starred values were filed as active, the others as inactive; ? = inconclusive; . = no result given. No enrichment for hits (roughly 2.3% active in at least one column).

SMILES	Mcl1 Noxa PPI	Rab7 wt GTP bind	Cdc42 wt GTP	HRas wt GTP	Pf gametocyte	ABCG2 block	Rab2A wt mod	Rac1 wt GTP bind	Rac1 act GTP bind	Avidin bead fluor	ABCB1 inh
CC(=O)Oc1c(C)cc(Cl)cc1C(=O)Nc1ccc([N+](=O)[O-])cc1Cl	7	99	98	101	19	6	97	101	98	3	0.2
CC(Oc1ccc(Cl)cc1Cl)C(=O)NCCC1=CCCCC1 (stereo not given)	-2	99	95	103	12	9	99	101	99	10	0.5
O=C(NCCCN1CCCC1=O)c1cncc(Br)c1	13	98	98	97	2	1	97	96	94	13	0.1
Cc1nc(NS(=O)(=O)c2ccccc2)sc1C(C)(C)C	2	96	99	96	.	3	97	100	98	3	0.3
COCCOc1ccc(C(F)(F)F)cc1NC(=O)c1ccc(C)cc1	-10	96	100	101	.	15	105	104	102	59*	0.7
COc1ccccc1N1CCN(C(CNC(=O)c2ccco2)c2cccnc2)CC1 (stereo not given)	25	98	102	101	.	0	99	103	99	6	0.5
COc1ccc(CCNC(=O)COC(=O)c2cnc(C)cn2)cc1	24	97	95	96	.	2	94	96	96	13	-0.1
CCCOc1ccccc1C1C(C(=O)OC)=CN(C(C)C)C=C1C(=O)OC	-1	95	97	98	-10	2	95	97	95	35	1.0
S=C(NCCc1ccccc1)NCc1ccccc1Cl	5	98	100	103	-16	2	102	103	99	13	-0.2
COc1ccccc1CCC(=O)Nc1ccc(C)cc1Cl	7	104	97	97	.	4	98	97	94	10	0.6
CCC(=O)NC(=S)Nc1ccc(NC(=O)COc2ccc([N+](=O)[O-])cc2)cc1	11	99	92	95	0	0	96	95	92	11	-0.1
Cc1nc(C)n(C(=O)N(c2ccccc2)c2ccccc2)n1	13	99	101	100	.	1	100	100	98	10	-4.1
Cc1cc(NC(=O)CCC(=O)N(c2cccnc2)C(C(=O)NC2CCCC2)c2ccccc2)no1 (stereo not given)	16	96	96	95	-11	3	93	94	94	11	0.8
O=C(c1cccc(S(=O)(=O)Nc2ccccc2F)c1)N1CCN(c2ccccc2F)CC1	12	92	89	94	-22	4	92	94	92	9	0.3
Cn1cccc1CC(=O)NNC(=O)Nc1cccc(Cl)c1	8	104	102	104	1	-1	102	105	102	9	0.1
Cc1ccnc(NC(=O)c2ccc(Cl)c(NC(=O)C(C)Oc3ccccc3)c2)c1 (stereo not given)	7	105	98	100	.	1	99	99	95	12	1.0
O=C(C1=C[C@@H]2[C@H]3C(=O)N(c4cccc(Cl)c4)C(=O)[C@H]3[C@@H](C(=O)c3ccc(Cl)cc3)N2C=C1)c1ccccc1	1	102	99	100	.	0	100	105	101	13	0.3
Cc1[nH]c2ccccc2c1SCC(=O)N1CCCc2ccccc21	11	99	102	100	.	1	103	108	101	8	0.1
N#Cc1cnc(Nc2nc3ccccc3o2)nc1-c1ccccc1	8	106	102	103	10	3	105	102	98	12	0.6
CCC(=O)Nc1c(-c2ccc(OC)cc2)c(=O)c2ccccc2n1C	17	100	102	104	.	-4	101	102	100	17	-5.8
O=C(NCc1ccc2c(c1)OCO2)c1ccc(S(=O)(=O)N2CCCCC2)cc1	6	101	100	99	-26	3	99	101	98	7	0.7
Cc1ccc(C(=O)C(OC(=O)CN2C(=O)c3ccccc3C2=O)c2ccccc2)cc1 (stereo not given)	-11	95	105	103	-6	2	102	102	100	13	1.2
O=C(CS(=O)c1ccccc1[N+](=O)[O-])Oc1ccc(Br)cc1 (stereo not given)	27	97	95	97	10	3	93	100	96	8	0.8
CC(C)c1nnc(NC(=O)CCC(=O)N2CCN(Cc3ccccc3)CC2)s1	1	102	106	104	11	1	103	105	101	8	0.2
CCc1ccc2[nH]c(=O)c(C(c3nnnn3CC3CCCO3)N3CCN4CCCC4C3)cc2c1 (stereo not given)	10	96	98	99	.	7	98	97	92	14	0.8
O=C(CSc1nc(-c2ccccc2)c(-c2ccccc2)[nH]1)N1CCN(S(=O)(=O)c2ccccc2)CC1	18	98	95	97	24	12	100	101	94	12	1.7
O=CNCCCc1nc2ccccc2n1Cc1ccccc1	2	99	99	100	-6	0	98	101	97	6	0.1
Cc1cc(C)n(-c2nc3c(c(=O)[nH]c(=O)n3C)n2CC(O)COc2ccccc2)n1 (stereo not given)	6	99	99	98	-1	7	100	95	99	14	0.7
CC(C)Cn1c(SCC(=O)Nc2cccc(S(N)(=O)=O)c2)nc2ccccc2c1=O	-2	106	94	94	1	-1	96	88	92	11	-0.1
O=C(Oc1ccccc1)c1cc2ccccc2oc1=O	2	104	90	98	0	1	98	94	93	24	0.1
COc1ccc(N2C(=O)C3CCCN3C2c2cc(OC)c(OC)cc2OC)cc1 (stereo not given)	-8	99	99	98	.	2	98	95	96	6	0.5
Cc1nn2c(=S)[nH]nc2[nH]c1=O	7	107	95	97	1	1	102	97	95	8	0.3
COC(=O)c1sc2ccccc2c1NC(=O)c1coc2ccccc2c1=O	9	96	94	95	4	2	94	98	97	15	0.4
Nc1nonc1-c1noc(CCCCCN2C(=O)c3ccccc3C2=O)n1	31	98	102	101	.	1	100	107	96	11	0.3
CS(=O)(=O)c1ccccc1COC(=O)Nc1ccc(Cl)cc1	20	102	103	102	.	6	103	107	100	10	0.2
O=C(CSc1nc2ccc([N+](=O)[O-])cc2s1)NC1CCS(=O)(=O)C1 (stereo not given)	-2	96	89	91	1	-7	91	90	90	8	-2.3
CCCC(=O)c1cc2c(cc1NC(=O)c1cccs1)OCCO2	1	100	106	105	.	4	102	105	101	8	0.5
COc1ccc(-c2nc3c([nH]2)c(=O)n(C)c(=O)n3C)c(OC)c1	-16	100	103	101	-24	2	97	100	97	8	0.6
O=S(=O)(c1cccs1)N1CN(Cc2ccc(F)cc2)c2nc3ccccc3nc21	41	93	85	89	.	1	94	84	92	15	1.2
COc1ccccc1N1C(=O)CCC1(C#N)c1ccc(Br)cc1 (stereo not given)	1	100	100	101	-13	2	102	104	98	18	-1.4
COc1ccc(C(=O)CN2CC(C)SC2=Nc2ccc(Cl)cc2)cc1 (stereo not given)	0	98	100	98	.	0	98	102	99	12	0.2
COc1ccc(Cl)c2c1[nH]c1nc(SCc3ccccn3)nnc12	21	?	?	?	15	2	?	?	?	6	0.5
CCOC(=O)CSc1nnc(CNC(=O)c2cccs2)n1-c1cc(C)ccc1C	0	97	96	95	18	-4	93	98	95	27	0.3
CC(=O)Nc1ccc(S(=O)(=O)NC2=NCN(C)CN2)cc1	-3	104	96	98	17	0	98	100	94	26	0.3
O=C(NCc1ccccc1)C1C2C=CC3(CN(Cc4cccnc4)C(=O)C13)O2 (stereo not given)	13	94	99	101	.	1	101	99	96	13	0.2
COc1ccc(S(=O)(=O)Nc2nncs2)cc1	9	98	104	100	-15	-2	101	107	99	49*	0.1
O=C(Nc1nnc(C2CC2)s1)C1Cc2ccccc2CN1C(=O)c1ccco1 (stereo not given)	5	103	99	100	11	4	98	100	95	19	1.3
CCOC(=O)N1CCC(NC(=O)c2ccc(NC(=O)C3CCCO3)cc2)CC1 (stereo not given)	12	103	100	101	.	-1	100	107	100	13	0.0
CCc1c(C(=O)Nc2ccncc2)csc1C	16	98	101	99	-8	0	97	99	98	6	0.1
COc1ccc(/C=C(\NC(=O)c2ccc([N+](=O)[O-])cc2)C(=O)N2CCOCC2)cc1	18	98	97	98	-11	-1	99	101	95	14	-0.2
CN(C)S(=O)(=O)c1cccc(NC(=O)COC(=O)CCSc2ccc(Cl)cc2)c1	15	100	100	96	-20	5	98	98	93	6	0.1
O=C(CN1CCN(S(=O)(=O)c2ccc(Br)cc2)CC1)N/N=C/c1cccs1	-9	93	96	96	.	12	94	98	96	11	0.8
COC(=O)C1=C(C)N(Cc2ccc(OC)cc2)C(=O)C1	12	93	94	94	.	-1	93	95	93	8	0.1
Cc1ccc(NC(=O)CCOc2ccccc2C)cc1F	-2	95	96	97	-33	2	95	98	93	11	0.2
COC(=O)c1c(NC(=O)c2cccs2)sc2c1CCC(C)C2 (stereo not given)	-3	97	102	100	.	22	98	103	99	22	0.1
COc1ccc(Cl)cc1NC(=O)C(C)Sc1n[nH]c(N)n1 (stereo not given)	9	104	104	102	-9	1	101	104	99	38	0.2
CCOc1ccccc1OCCCCCc1c(C)n[nH]c1C	25	104	105	103	5	4	104	109	103	12	0.4

6 entries from above, in CSV form.
SMILES,Mcl1 Noxa PPI,Rab7 wt GTP bind,Cdc42 wt GTP,HRas wt GTP,Pf gametocyte,ABCG2 block,Rab2A wt mod,Rac1 wt GTP bind,Rac1 act GTP bind,Avidin bead fluor,ABCB1 inh
COC(=O)c1c(NC(=O)c2cccs2)sc2c1CCC(C)C2 (stereo not given),-3,97,102,100,.,22,98,103,99,22,0.1
COc1ccc(Cl)c2c1[nH]c1nc(SCc3ccccn3)nnc12,21,?,?,?,15,2,?,?,?,6,0.5
O=C(NCc1ccccc1)C1C2C=CC3(CN(Cc4cccnc4)C(=O)C13)O2 (stereo not given),13,94,99,101,.,1,101,99,96,13,0.2
CC(=O)Nc1ccc(S(=O)(=O)NC2=NCN(C)CN2)cc1,-3,104,96,98,17,0,98,100,94,26,0.3
CCOC(=O)N1CCC(NC(=O)c2ccc(NC(=O)C3CCCO3)cc2)CC1 (stereo not given),12,103,100,101,.,-1,100,107,100,13,0.0
COc1ccc(Cl)cc1NC(=O)C(C)Sc1n[nH]c(N)n1 (stereo not given),9,104,104,102,-9,1,101,104,99,38,0.2

A second format for 2 compounds above:
CC(=O)Nc1ccc(S(=O)(=O)NC2=NCN(C)CN2)cc1
  Mcl1 Noxa PPI: -3
  Rab7 wt GTP bind: 104
  Cdc42 wt GTP: 96
  HRas wt GTP: 98
  Pf gametocyte: 17
  ABCG2 block: 0
  Rab2A wt mod: 98
  Rac1 wt GTP bind: 100
  Rac1 act GTP bind: 94
  Avidin bead fluor: 26
  ABCB1 inh: 0.3
CCOC(=O)CSc1nnc(CNC(=O)c2cccs2)n1-c1cc(C)ccc1C
  Mcl1 Noxa PPI: 0
  Rab7 wt GTP bind: 97
  Cdc42 wt GTP: 96
  HRas wt GTP: 95
  Pf gametocyte: 18
  ABCG2 block: -4
  Rab2A wt mod: 93
  Rac1 wt GTP bind: 98
  Rac1 act GTP bind: 95
  Avidin bead fluor: 27
  ABCB1 inh: 0.3
